PP5 primary: inhibitors of human protein phosphatase 5 (PP5); purified PP5c, OMFP substrate fluorescence; hit rate 0.18% among 320,000; inhibition, % at 6.7 µM; P53041;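 active = inhibition above the campaign's mean inhibition across all tested compounds plus 3 SD, cut at about 9.5% in these data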;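 note: 0% = DMSO only and 100% = 100 µM cantharidin control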
Target sequence (P53041 whole entry, looked up): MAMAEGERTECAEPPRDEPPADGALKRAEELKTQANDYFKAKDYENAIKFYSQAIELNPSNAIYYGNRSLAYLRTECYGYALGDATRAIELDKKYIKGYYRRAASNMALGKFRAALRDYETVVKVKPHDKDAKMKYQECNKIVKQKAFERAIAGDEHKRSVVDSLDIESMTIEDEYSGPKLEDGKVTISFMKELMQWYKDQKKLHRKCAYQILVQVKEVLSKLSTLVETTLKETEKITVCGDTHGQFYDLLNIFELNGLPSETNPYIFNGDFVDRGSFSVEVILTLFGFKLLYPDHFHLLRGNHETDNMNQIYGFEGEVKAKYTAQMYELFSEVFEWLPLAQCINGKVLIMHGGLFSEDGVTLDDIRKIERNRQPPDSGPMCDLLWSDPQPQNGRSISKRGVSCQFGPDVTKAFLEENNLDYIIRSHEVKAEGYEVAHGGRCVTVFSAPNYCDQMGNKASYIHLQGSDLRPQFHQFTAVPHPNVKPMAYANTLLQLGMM
JMJD2C inh: blocks human GASC-1 demethylase activity | Q9H3R0 | inhibition, % at 2.35 µM | GST-JMJD2C(1-420) H3K9me3 demethylation, DELFIA europium | AID 2099 | hit rate 0.069% among 330,000;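 active = more than half of a compound's replicate wells show inhibition beyond 50%, single wells judged on their own value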;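 note: signal counts dimethyl H3K9 product captured on neutravidin plate; 0% = median of DMSO wells and 100% = 0.3 times that DMSO median; strong numbers were not always called active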
PP1 inh: PP1-alpha (human) inhibition in PP5 counter-screen; hit rate 0.9% among 320,000; purified PP1alpha, OMFP fluorescence; AID 2235; P62136; inhibition, % at 6.7 µM;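 active = inhibition above the mean inhibition of all tested compounds plus 3 SD, computed separately for each screening campaign, cut at about 15% in these data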
CTSL1 counter: cathepsin L1 inhibition, PFM18AAP counter-screen | hit rate 0.49% among 300,000 | recombinant F. hepatica cathepsin L1, Z-Leu-Arg-MCA fluorescence | inhibition, % at 5.96 µM;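 active = inhibition above the mean of all tested compounds plus 3 SD, set per screening campaign, cut at about 17% in these data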;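 note: 0% = plate median of test compound wells and 100% = 1 µM Z-Phe-Ala-diazomethylketone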
core dimer inh: HCV core protein dimerization inhibition. inhibition, % at 5 µM. hit rate 0.33% among 300,000. TR-FRET GST/Flag-core106 dimerization, 1536-well. AID 1899;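 active = inhibition above the mean of all tested compounds plus 3 SD, set per screening campaign, cut at about 45% in these data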
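System: GST/Flag-tagged HCV core106 proteins. Incubation: compound-protein-antibody incubation 4 h at 22.5 °C. Technique: HTRF with 340 nm excitation, 617/671 nm emission. Medium: KF-containing HEPES buffer, pH 7.45, DTT, CHAPS, BSA. Read-out: inhibition (%) from 671 over 617 nm ratio. Also added: Eu(K)-anti-GST 90 ng/mL plus XL665-anti-Flag 1 µg/mL.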
ZTA DNA inh: ZTA (EBV) inhibition in EBNA-1 counter-screen; ZTA-DNA binding, fluorescence polarization; inhibition, % at 11 µM; hit rate 0.15% among 320,000; in the data active = inhibition above about 33%
Target sequence (P03206 whole entry, looked up): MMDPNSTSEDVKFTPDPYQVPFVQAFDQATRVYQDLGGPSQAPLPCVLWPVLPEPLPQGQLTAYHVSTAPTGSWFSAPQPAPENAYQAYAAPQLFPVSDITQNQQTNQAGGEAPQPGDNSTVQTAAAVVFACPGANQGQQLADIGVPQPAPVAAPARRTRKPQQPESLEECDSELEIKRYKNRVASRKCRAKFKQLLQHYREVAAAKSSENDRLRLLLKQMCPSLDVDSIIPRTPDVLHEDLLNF
Yeast superoxide: yeast age-related superoxide inhibition as caloric restriction mimetic; S. cerevisiae aged cells, superoxide DHE fluorescence; hits give low values; AID 2690; hit rate 0.18% among 330,000; superoxide response (% of plate mean), % at 10 µM;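 active = superoxide response under a set limit, about three screen SD below normal, cut at about 65% in these data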;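 note: yeast aged for seven days with compound at 30 °C before DHE staining; 100% = average MFI of all compound-treated wells on the plate with controls excluded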
TPT1 inh: inhibitors of Candida albicans tRNA 2'-phosphotransferase TPT1. inhibition, % at 5 µM. hit rate 0.81% among 300,000. recombinant caTPT1, FP RNA substrate dephosphorylation;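 active = inhibition above the mean of all tested compounds plus 3 SD, set per screening campaign, cut at about 24% in these data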;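 note: plate controls were DMSO alone for no effect and ferristatin control at 100 nM for full effect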
EBNA-1 inh: blocks EBNA-1 binding to DNA. inhibition, % at 14.8 µM. hit rate 0.34% among 300,000. AID 1950. EBNA-1 DNA binding, fluorescence polarization; in the data active = inhibition above about 28%
An asterisk follows results filed as active; nt = not tested or not shown; & = joins results of further samples.

Values in the order: PP5 primary	JMJD2C inh	PP1 inh	CTSL1 counter	core dimer inh	ZTA DNA inh	Yeast superoxide	TPT1 inh	EBNA-1 inh
- Fc1ccc(NC(=S)Nc2nccs2)cc1
    1.1	1	-2	-4	3	3	92	-2	7
- CC(C)OC(=O)c1cccc(C(=O)Oc2ccccc2)n1
    -1.2	10	-3	2	0	-11	94	-1	9
- CC(C)CNS(=O)(=O)c1ccc(OCC(=O)Nc2ccc3c(c2)OCCO3)cc1
    1.4	0	-2	1	10	14	106	0	-4
- COC(=O)c1[nH]c2ccc(C)cc2c1NS(=O)(=O)c1ccc(F)c(C)c1
    3.6	-7	3	0	0	-12	108	3	-21
- CN1CCC(NC(=O)Cc2c(F)cccc2Cl)CC1
    0.0	1	-4	-1	0	-5	108	1	4
- O=C(NC1=NCCS1)c1cc(-c2cccnc2)nc2ccccc12
    -0.5	24	0	-8	3	-6	89	-3	-1
- Cc1cc(C(=O)CSc2nc(N)cc(=O)[nH]2)c(C)n1-c1ccc(OC(F)F)cc1
    -0.1	-20	3	5	11	-10	105	1	-5
- CCN(CC)C(=O)c1ccccc1NS(C)(=O)=O
    1.2	32	-1	-1	-3	6	107	0	5
- COC(=O)c1ccc(SCC(=O)NC2CCCC2)c([N+](=O)[O-])c1
    -2.1	-1	-2	1	-6	-9	94	-3	6
- O=C(Nc1ccnn1C1CCN(C(=O)c2cc(Cl)ccc2F)CC1)C1CCOC1 (stereo not drawn)
    3.6	-6	-2	0	2	-6	81	1	-7
- CCC(CC)C(=O)Nc1nnc(SCC(=O)NC2CCCCC2)s1
    -0.4	-7	-2	0	2	4	91	-1	3
- CCOc1cc(C(=O)N2CCN(c3ccccc3)CC2)cc(OCC)c1OCC
    -1.1	7	2	2	2	-7	102	-1	-10
- CCOc1ccc(OCC(=O)OCc2csc(CC(=O)Nc3ccccc3C)n2)cc1
    0.6	-1	-3	5	6	7	92	3	-4
- C[C@H]1O[C@H](O[C@H]2[C@H](O)[C@@H](O)[C@@H](O[C@H]3[C@H](O)[C@@H](O)C(O)O[C@@H]3CO)O[C@@H]2CO)[C@H](O)[C@@H](O)[C@@H]1N[C@H]1C=C(CO)[C@@H](O)[C@H](O)[C@H]1O (stereo partly drawn)
    -2.7	-14	-6	-3	7	-2	92	0	2
- CN(C)CCCN1c2ccccc2Sc2ccc(Cl)cc21
    3.0&1.0	-11&-3&-13	7&1	-1&4	-22&-19	0&3	120&105	4&0	-2&-8
- Cc1cccc(C(=O)N2CCC(=O)N(C(COCc3cccc(C(F)(F)F)c3)Cc3ccccc3)CC2)c1 (stereo not drawn)
    8.3	2	4	-2	14	-9	111	1	-5
- Cc1ccc(CN2CCN(Cc3ccc(OC(C)C)cc3)CC2CCO)o1 (stereo not drawn)
    -2.0	67	-1	1	4	5	97	-1	12
- CC(=O)N1CCN(CCN=CC2=C(O)CC(c3ccc(Cl)cc3)CC2=O)CC1 (stereo not drawn)
    -1.3	6	-3	1	0	8	89	2	-9
- CC/C(Cc1ccccc1)=N/NC(=O)c1cccc(Br)c1
    0.0	6	-1	-1	-3	8	109	1	-2
- CCN(C(=O)COC(=O)c1cc(NS(=O)(=O)c2ccc(Cl)c([N+](=O)[O-])c2)ccc1O)C1CCCCC1
    1.3	2	-7	4	11	-8	91	3	-7
- Nc1nc(N2CCN(C/C=C/c3ccccc3)CC2)nc2ccccc12
    3.3	-2	7	2	-3	10	98	2	-3
- Cc1ccc(-c2ccc([C@H]3[C@H]4C=CC[C@@H](C)[C@@H]4C(=O)N3Cc3ccccc3)c(F)c2)cc1
    0.8	11	1	3	2	6	93	-6	-5
- CCc1n[nH]c(=S)n1/N=C/c1ccc(NC(C)=O)cc1
    3.5	-6	5	3	2	-3	107	-2	5
- COc1ccc(-c2noc(N3CCC(C(=O)NCCCN4CCCCC4)CC3)n2)cc1
    -0.4	8	-1	0	6	29	114	0	12
- O=C(NCCc1nc(-c2ccc(F)cc2)no1)c1ccc(F)cc1
    1.6	-3	0	4	2	5	98	-2	2
- COc1ccc(CCNc2ncnc3c2[nH]c2cc(OC)c(OC)cc23)cc1OC
    0.8	0	1	4	0	14	105	2	-5
- COc1ccc(C2CC(c3ccccc3)=NN2C(=O)CCC(=O)O)cc1 (stereo not drawn)
    -0.2	-1	-1	0	-5	-8	101	2	-1
- Cc1cc(C)c(-c2nc3ccccc3s2)[nH]1
    0.0	2	-1	1	2	6	91	2	8
- O=C(Nc1cccnc1)c1ccc2c(c1)C(=O)N(CC1CCCO1)C2=O (stereo not drawn)
    -0.1	-9	-1	1	-8	2	88	-3	12
- Cc1csc(NC(=O)c2ccc(Br)s2)n1
    4.1	-15	3	-2	-12	-20	89	1	2
- CC1=C(C(=O)OCc2ccccc2)N2C(=O)[C@@H](NC(=O)COc3ccccc3)[C@H]2SC1
    7.8	8	2	2	0	5	107	0	-3
- O=C(Nc1ccc(F)cc1)C1COc2ccccc2O1 (stereo not drawn)
    0.3	0	-3	-2	9	11	100	-2	7
- CCN(CC)S(=O)(=O)c1ccc(=O)[nH]c1
    -3.4	-2	4	1	-2	2	101	0	-1
- CCOC(=O)c1c(C)n(C)c2ccc(O)c(CN3CCN(C)CC3)c12
    3.1	nt	-1	-4	-3	-5	111	-5	-2
- O=C(Nc1nnc(CC2=CCCCC2)s1)Nc1ccccc1F
    2.6	2	6	2	3	19	105	0	5
- COc1ccc(CNC(=O)N2CCN(S(=O)(=O)c3ccccc3)CC2)cc1
    2.4	17	2	-2	-6	5	93	-2	1
- Cc1ccc(C(=O)NCCCn2ccnc2)cc1C
    2.2	-6	-1	1	-2	3	85	2	-9
- CCOc1ccc(S(=O)(=O)N2CCN(C(=O)c3cc4c(s3)CCCC4)CC2)cc1
    1.5	0	1	1	19	2	106	-4	6
- CCOC(=O)C(CC)Sc1ncnc2nc[nH]c12 (stereo not drawn)
    5.0	-1	-5	3	-2	-16	92	-4	-17
- Cc1ccc(C(=O)NC2CCS(=O)(=O)C2)cc1S(=O)(=O)N1CCOCC1 (stereo not drawn)
    -1.0	-2	-5	-1	-1	4	88	-4	7
- Cc1ccccc1OCC(=O)NNC(=S)NC(=O)c1ccccc1[N+](=O)[O-]
    -1.2	-9	0	0	2	20	92	-1	4
- O=C(c1ccccc1)c1cccc[n+]1[O-]
    -0.5	17	-1	0	7	-11	115	0	-3
- COc1ccc(-c2nn(-c3ccccc3)cc2CNCCN2CCOC2=O)c(F)c1
    -6.8	2	-3	9	-5	-5	107	-3	-8
- CCC(C)NC(=O)CN1C(=O)CC(C)(C)S(=O)(=O)c2ccccc21 (stereo not drawn)
    1.9	6	-4	-1	-3	1	99	-2	10
- CCOC(=O)C1CCCN(c2c(NCCc3ccc(C)cc3)c(=O)c2=O)C1 (stereo not drawn)
    -1.1	7	-1	-2	-1	1	99	3	-3
- CCN1C(=O)[C@H]2[C@@H](c3ccc(-c4ccc(OC)cc4)c(OC)c3)N[C@@](C)(C(=O)OC)[C@H]2C1=O
    3.5	-9	2	-1	-5	9	122	0	12
- O=C(Cc1ccc(S(=O)(=O)N2CCCC2)s1)N1CCN(c2ccccc2)CC1
    1.3	-22	1	-2	5	6	111	6	5
- COc1ccccc1NS(=O)(=O)c1ccc(NN=C2CCCC2)c([N+](=O)[O-])c1
    1.0	0	5	3	7	2	77	-1	-3
- O=C(c1cc2ccccc2oc1=O)N1CCN(c2ccccn2)CC1
    1.3	-6	1	-2	-1	-1	99	-2	2
- CCCCOC(=O)c1ccc(NC(=O)C(CCS(C)(=O)=O)NC(C)=O)cc1 (stereo not drawn)
    2.0	7	4	-3	3	-1	124	5	-1
- Cc1ccc(S(=O)(=O)NC(=NC(C)C(=O)O)c2ccccc2)cc1 (stereo not drawn)
    0.8	0	-1	-3	-4	-17	107	0	-1
- O=C(N/N=C/c1ccco1)Nc1ccccc1
    -1.4	1	-1	-1	-9	-3	98	-1	-4
- O=C(/C=C/c1ccc(Cl)cc1)NCCc1ccccc1
    3.0	-3	-2	-1	6	4	102	-1	1
- C/C=C(\C)CN1CCCC(CO)(Cc2ccccc2)C1 (stereo not drawn)
    -5.3	5	-8	-2	-4	5	118	3	-5
- N/C(=N\OC(=O)C12CC3CC(CC(C3)C1)C2)c1cccnc1
    -2.4	-17	11	6	-9	-10	108	-2	4
- CCOC(=O)N1CCC(NC(=O)CSc2cc(=O)n(C)c3ccccc23)CC1
    1.6	16	1	0	-11	-6	90	-3	6
- Cc1nc2ccccn2c1C(=O)NCCCN1CCOCC1
    0.5	35	-2	5	-2	-5	99	-14	-5
- C/C(=C1/SC(N2CCOCC2)=NC1=O)c1ccc(Br)cc1
    2.5	-7	0	1	7	5	103	5	5
- CC12CCC(C(=O)N(Cc3ccccc3)Cc3ccccc3)(OC1=O)C2(C)C (stereo not drawn)
    0.1	-16	-2	10	9	7	89	0	-3
- Cc1cccc(C(=O)N2CCCCCC2)c1[N+](=O)[O-]
    2.9	2	-6	-13	8	6	97	-1	-6

Exported with tabs: part of the list above
structure	PP5 primary	JMJD2C inh	PP1 inh	CTSL1 counter	core dimer inh	ZTA DNA inh	Yeast superoxide	TPT1 inh	EBNA-1 inh
O=C(c1cc2ccccc2oc1=O)N1CCN(c2ccccn2)CC1	1.3	-6	1	-2	-1	-1	99	-2	2
CCCCOC(=O)c1ccc(NC(=O)C(CCS(C)(=O)=O)NC(C)=O)cc1 (stereo not drawn)	2.0	7	4	-3	3	-1	124	5	-1
Cc1ccc(S(=O)(=O)NC(=NC(C)C(=O)O)c2ccccc2)cc1 (stereo not drawn)	0.8	0	-1	-3	-4	-17	107	0	-1
O=C(N/N=C/c1ccco1)Nc1ccccc1	-1.4	1	-1	-1	-9	-3	98	-1	-4
